Compound activity deposited in PubChem by Broad Institute.
Mtb BioA inh: inhibitors of Mycobacterium tuberculosis BioA enzyme; purified M. tuberculosis BioA enzyme, plate reader; inhibition, % at 9.99 µM; 0.096% of 360,000 active; AID 602481; in the data active = inhibition above about 40%
An asterisk follows results filed as active. The list is partial (hit frequency here may not be typical).

SMILES	Mtb BioA inh
CNC[C@@H]1Oc2ccc(NS(=O)(=O)c3c(C)noc3C)cc2C(=O)N([C@H](C)CO)C[C@@H]1C	-2.4
C[C@H]1CN([C@@H](C)CO)C(=O)Cc2cc(NS(=O)(=O)c3ccc(F)cc3)ccc2O[C@@H]1CN(C)Cc1ccc(Oc2ccccc2)cc1	1.5
O=C(C[C@H]1C[C@H]2c3cc(NC(=O)Nc4ccc(C(F)(F)F)cc4)ccc3O[C@H]2[C@@H](CO)O1)NCC1CC1	-1.6
Cc1noc(C)c1S(=O)(=O)N(C)C[C@@H]1Oc2ccc(NC(=O)CCCN(C)C)cc2CC(=O)N([C@@H](C)CO)C[C@H]1C	-2.3
CC(C)NC(=O)N[C@@H]1CC[C@H](CC(=O)O)O[C@@H]1CO	-0.2
CCC(=O)N(C)C[C@H]1Oc2cc(-c3ccccc3C)ccc2S(=O)(=O)N([C@H](C)CO)C[C@H]1C	0.1
C[C@@H]1CN([C@H](C)CO)S(=O)(=O)c2ccc(Br)cc2O[C@H]1CN(C)C(=O)CC1CC1	4.1
COCC(=O)N(C)C[C@H]1Oc2ncc(C3=CCCC3)cc2C(=O)N([C@H](C)CO)C[C@@H]1C	-3.2
Cc1noc(C)c1NC(=O)N(C)C[C@@H]1OCCCC[C@@H](C)Oc2ccc(NC(=O)Nc3ccc(C(F)(F)F)cc3)cc2C(=O)N([C@H](C)CO)C[C@H]1C	0.1
CN1[C@@H]2Cn3c(ccc(-c4cccc(F)c4)c3=O)[C@H]1[C@@H](C(=O)N1CCOCC1)[C@@H]2CO	-0.1
C[C@@H]1CN([C@H](C)CO)C(=O)c2cc(NC(=O)CCC(F)(F)F)ccc2O[C@@H]1CN(C)C(=O)NC1CCCCC1	0.9
COc1cccc(NC(=O)N(C)C[C@H]2Oc3cc(/C=C/c4ccccc4)ccc3S(=O)(=O)N([C@H](C)CO)C[C@H]2C)c1	4.4
C[C@H](CO)N1C[C@H](C)[C@@H](CN(C)Cc2cccnc2)Oc2cc(C3=CCCC3)ccc2S1(=O)=O	-0.7
COCC(=O)Nc1ccc2c(c1)[C@@H]1C[C@@H](CC(=O)NCc3ccccc3F)O[C@H](CO)[C@@H]1O2	-2.4
CS(=O)(=O)Nc1ccc2c(c1)[C@H]1C[C@H](CC(=O)NC3CCCCC3)O[C@@H](CO)[C@H]1O2	-3.4
COc1ccc(S(=O)(=O)N(C)C[C@@H]2Oc3ccc(NC(=O)NC(C)C)cc3CC(=O)N([C@@H](C)CO)C[C@H]2C)cc1	2.1
CCNC(=O)C[C@H]1CC[C@@H]2[C@H](COC[C@H](O)CN2C(=O)Nc2ccc(C(F)(F)F)cc2)O1	-0.3
COC(=O)C[C@H]1CC[C@H]2[C@@H](COc3ccc(NC(=O)NC(C)C)cc3C(=O)N2C)O1	3.0
O=C(NCC[C@@H]1CC[C@@H](NC(=O)c2cnccn2)[C@H](CO)O1)c1ccc2c(c1)OCO2	11
O=C(C[C@@H]1C=C[C@@H](NC(=O)NC2CCCC2)[C@@H](CO)O1)NCc1ccc(F)cc1	-1.4
C[C@@H]1CN([C@@H](C)CO)C(=O)Cc2cc(NS(=O)(=O)c3ccc(Cl)cc3)ccc2O[C@H]1CN(C)S(=O)(=O)c1ccc(Cl)cc1	4.0
CCCNC(=O)C[C@@H]1CC[C@@H]2[C@H](COc3ccc(NS(=O)(=O)CC)cc3C(=O)N2C)O1	-3.2
COc1cccc(-c2ccc3c(c2)O[C@H](CN(C)C(=O)C2CCC2)[C@H](C)CN([C@H](C)CO)S3(=O)=O)c1	23
C[C@@H]1CN([C@@H](C)CO)S(=O)(=O)c2ccc(C3=CCCCC3)cc2O[C@H]1CN(C)C(=O)c1ccncc1	0.1
O=C(c1ccncc1)N1C[C@@H]2[C@H](c3ccccc31)[C@H](CO)N2Cc1ccc(F)cc1	-2.0
CCCC#Cc1cnc2c(c1)C(=O)N([C@@H](C)CO)C[C@@H](C)[C@H](CN(C)C(=O)c1ccc(F)cc1)O2	1.1
C[C@@H]1CCCCO[C@H](CN(C)Cc2ccncc2)[C@@H](C)CN([C@H](C)CO)C(=O)c2cc(NS(=O)(=O)c3ccc(F)cc3)ccc2O1	-1.7
COc1ccc(S(=O)(=O)N(C)C[C@@H]2OCCCC[C@H](C)Oc3ccc(NC(=O)NC4CCCCC4)cc3C(=O)N([C@H](C)CO)C[C@@H]2C)cc1	1.4
CCC(=O)Nc1ccc2c(c1)OC[C@@H](C)N(C(=O)NC(C)C)C[C@@H](C)[C@@H](OC)CN(C)C2=O	-1.8
O=C(C[C@H]1CC[C@@H]2[C@H](COC[C@@H](O)CN2C(=O)Nc2ccc(F)cc2)O1)NCCc1ccccc1	1.6
O=C(Nc1ccc(F)cc1)N1C[C@@H]2[C@H](c3ccccc31)[C@@H](CO)N2C(=O)c1ccncc1	3.1
CN1C(=O)c2cc(NS(C)(=O)=O)ccc2OC[C@H]2O[C@H](CC(=O)NC3CCCCC3)CC[C@@H]21	-0.7
CO[C@H]1CC[C@H]2CCOc3c(C#N)cccc3C(=O)N(C)C[C@@H](c3ccccc3)CC(=O)N(C)C[C@H]1O2	-0.1
Cc1ccc(S(=O)(=O)Nc2ccc3c(c2)CC(=O)N([C@@H](C)CO)C[C@H](C)[C@@H](CN(C)S(=O)(=O)c2ccc(F)cc2)O3)cc1	1.7
C[C@@H]1CN([C@@H](C)CO)C(=O)c2cc(NC(=O)Cn3cnnn3)ccc2O[C@@H]1CN(C)C(=O)Nc1ccccc1	16
C[C@@H]1CN([C@@H](C)CO)S(=O)(=O)c2ccc(C#CC3CC3)cc2O[C@@H]1CN(C)C(=O)CC1CC1	0.4

In a second layout: results already given
compound,Mtb BioA inh
O=C(Nc1ccc(F)cc1)N1C[C@@H]2[C@H](c3ccccc31)[C@@H](CO)N2C(=O)c1ccncc1,3.1
C[C@@H]1CCCCO[C@H](CN(C)Cc2ccncc2)[C@@H](C)CN([C@H](C)CO)C(=O)c2cc(NS(=O)(=O)c3ccc(F)cc3)ccc2O1,-1.7
CN1C(=O)c2cc(NS(C)(=O)=O)ccc2OC[C@H]2O[C@H](CC(=O)NC3CCCCC3)CC[C@@H]21,-0.7

Remaining list, next part:
SMILES	Mtb BioA inh
C[C@H](CO)N1C[C@H](C)[C@@H](CN(C)C(=O)C2CCC2)Oc2ncc(C#CC3CCCC3)cc2C1=O	1.0
OC[C@H]1[C@@H](c2ccc(Br)cc2)[C@H]2CN(Cc3cncnc3)CCCCN21	-4.2
CCNC(=O)C[C@H]1CC[C@@H]2[C@H](COc3ccc(NC(=O)Nc4ccc(F)cc4)cc3C(=O)N2C)O1	4.6
CN(C)C(=O)C[C@H]1C[C@H]2c3cc(NS(=O)(=O)c4ccc(F)cc4)ccc3O[C@H]2[C@@H](CO)O1	-1.5
C[C@@H]1CN([C@H](C)CO)C(=O)c2cccc(NC(=O)c3nc4ccccc4s3)c2O[C@H]1CN(C)S(=O)(=O)c1ccc(F)cc1	-2.5
O=C(C[C@@H]1C[C@@H]2c3cc(NC(=O)NC4CCCC4)ccc3O[C@@H]2[C@H](CO)O1)NCCN1CCCCC1	-1.0
Cc1noc(C)c1NC(=O)Nc1ccc2c(c1)CC(=O)N([C@@H](C)CO)C[C@H](C)[C@H](CN(C)C)O2	2.6
CCNC(=O)[C@H]1[C@H](CO)[C@H]2Cn3c(ccc(-c4ccccc4)c3=O)[C@H]2N1Cc1ccccc1	10
CCCNC(=O)C[C@H]1C[C@@H]2c3cc(NC(=O)CN(C)C)ccc3O[C@@H]2[C@H](CO)O1	-1.4
C[C@H](O)C#Cc1ccc([C@@H]2[C@H](CO)N3CCCCN(C(=O)c4cccc(F)c4)C[C@@H]23)cc1	1.0
COc1ccc(S(=O)(=O)Nc2ccc3c(c2)C(=O)N(C)C[C@@H](OC)[C@H](C)CN(C)[C@H](C)CO3)cc1	-0.7
COc1ccc(C#Cc2ccc3c(c2)O[C@@H](CN(C)C(C)=O)[C@@H](C)CN([C@H](C)CO)S3(=O)=O)cc1	-5.8
Cc1cc(C(=O)Nc2cccc3c2O[C@@H](CN(C)Cc2ccc(C(F)(F)F)cc2)[C@@H](C)CN([C@H](C)CO)C3=O)n(C)n1	-2.0
Cc1ccc(S(=O)(=O)Nc2ccc3c(c2)C(=O)N([C@@H](C)CO)C[C@H](C)[C@@H](CN(C)C(=O)Nc2ccc(C(F)(F)F)cc2)O3)cc1	-1.1
COCC(=O)Nc1ccc2c(c1)C(=O)N(C)C[C@H](OC)[C@@H](C)CN(Cc1cc(F)ccc1F)[C@H](C)CO2	2.1
CN1C[C@@H]2[C@H](c3ccccc31)[C@H](CO)N2C(=O)CN1CCOCC1	-3.3
CCCNC(=O)N(C)C[C@@H]1Oc2cc(C#C[C@@H](C)O)ccc2S(=O)(=O)N([C@@H](C)CO)C[C@@H]1C	-1.8
COc1ccc(NC(=O)Nc2ccc3c(c2)C(=O)N([C@H](C)CO)C[C@H](C)[C@H](CN(C)C(=O)C2CCCCC2)OCCCC[C@@H](C)O3)cc1	2.4
C[C@H]1CN([C@@H](C)CO)S(=O)(=O)c2ccc(C#Cc3ccccn3)cc2O[C@H]1CN(C)Cc1cccc(F)c1	-0.3
Cc1cc(C(=O)Nc2cccc3c2O[C@@H](CN(C)S(=O)(=O)c2cccs2)[C@H](C)CN([C@H](C)CO)C3=O)n(C)n1	12
C[C@H](CO)N1C[C@H](C)[C@@H](CN(C)S(=O)(=O)c2ccc(F)cc2)Oc2ccc(NC(=O)CCC(F)(F)F)cc2CC1=O	-0.4
O=C(CCN1CCCCC1)N[C@@H]1CC[C@H](CC(=O)N2CCC(Cc3ccccc3)CC2)O[C@H]1CO	-0.3
COC(=O)C[C@@H]1CC[C@H]2[C@H](COc3ccc(NC(=O)c4ccccc4F)cc3C(=O)N2C)O1	-0.2
CC(C)C#Cc1cnc2c(c1)C(=O)N([C@@H](C)CO)C[C@H](C)[C@@H](CN(C)S(=O)(=O)c1cn(C)cn1)O2	-2.0
Cc1cc(C)cc(NC(=O)Nc2ccc3c(c2)C(=O)N(C)[C@@H]2CC[C@@H](CC(=O)O)O[C@H]2CO3)c1	0.3
CCc1cnc(N2[C@H](C#N)[C@@H](c3ccc(C#Cc4ccccc4F)cc3)[C@@H]2CO)s1	-2.1
C[C@H]1CN([C@@H](C)CO)C(=O)c2cc(NC(=O)c3ccncc3)ccc2O[C@@H]1CN(C)C(=O)Nc1ccc(F)cc1	-0.3
COc1ccc(NC(=O)Nc2ccc3c(c2)C(=O)N([C@H](C)CO)C[C@@H](C)[C@@H](CN(C)Cc2ccc(C(F)(F)F)cc2)OCCCC[C@@H](C)O3)cc1	-2.3
C[C@H]1CN([C@@H](C)CO)C(=O)c2cccc(NC(=O)Nc3ccc4c(c3)OCO4)c2O[C@H]1CN(C)S(C)(=O)=O	-5.4
C[C@@H]1CN([C@H](C)CO)C(=O)c2cccc(NC(=O)Nc3ccc4c(c3)OCO4)c2O[C@H]1CN(C)S(=O)(=O)c1cn(C)cn1	-0.5
CS(=O)(=O)N1[C@H](C#N)[C@H](c2ccc(C#CC3CC3)cc2)[C@H]1CO	-2.0
CN(C)CC(=O)Nc1ccc2c(c1)[C@@H]1C[C@@H](CC(=O)N3CCCCC3)O[C@H](CO)[C@@H]1O2	-1.6
CO[C@@H]1CN(C)C(=O)c2cc(NS(=O)(=O)c3cccc(F)c3)ccc2OC[C@H](C)NC[C@@H]1C	-1.1
C/C=C/c1ccc([C@H]2[C@@H](CO)N(C(C)=O)[C@@H]2CNC(=O)c2ccccc2)cc1	-1.0
C[C@@H]1CN([C@@H](C)CO)C(=O)c2cc(NS(C)(=O)=O)ccc2O[C@@H](C)CCCCO[C@H]1CN(C)C(=O)CCCN(C)C	-0.4
C[C@@H]1CN([C@H](C)CO)C(=O)Cc2cc(NS(=O)(=O)c3cccs3)ccc2O[C@@H]1CN(C)C(=O)Nc1ccccc1	1.0

5 structures already listed, arranged by SMILES length, highest first.
SMILES	Mtb BioA inh
COc1ccc(S(=O)(=O)N(C)C[C@@H]2OCCCC[C@H](C)Oc3ccc(NC(=O)NC4CCCCC4)cc3C(=O)N([C@H](C)CO)C[C@@H]2C)cc1	1.4
COc1ccc(NC(=O)Nc2ccc3c(c2)C(=O)N([C@H](C)CO)C[C@H](C)[C@H](CN(C)C(=O)C2CCCCC2)OCCCC[C@@H](C)O3)cc1	2.4
CCNC(=O)C[C@H]1CC[C@@H]2[C@H](COc3ccc(NC(=O)Nc4ccc(F)cc4)cc3C(=O)N2C)O1	4.6
COC(=O)C[C@H]1CC[C@H]2[C@@H](COc3ccc(NC(=O)NC(C)C)cc3C(=O)N2C)O1	3.0
O=C(c1ccncc1)N1C[C@@H]2[C@H](c3ccccc31)[C@H](CO)N2Cc1ccc(F)cc1	-2.0

(listing goes on)
SMILES	Mtb BioA inh
O=C(N[C@@H]1CC[C@H](CCNS(=O)(=O)c2ccc(F)cc2)O[C@@H]1CO)c1cnccn1	6.7
C[C@@H]1CCCCO[C@@H](CN(C)C(=O)NC2CCCCC2)[C@H](C)CN([C@@H](C)CO)C(=O)c2cc(NC(=O)Nc3ccc(F)cc3)ccc2O1	-1.6
CCC(=O)Nc1ccc2c(c1)C(=O)N(C)[C@H]1CC[C@@H](CC(=O)NCCc3ccccc3)O[C@H]1CO2	-1.2
Cc1noc(C)c1S(=O)(=O)N(C)C[C@H]1OCCCC[C@H](C)Oc2ccc(NC(=O)Nc3cccc4ccccc34)cc2C(=O)N([C@H](C)CO)C[C@@H]1C	1.3
COCC(=O)N(C)C[C@@H]1Oc2cc(-c3cccnc3)ccc2S(=O)(=O)N([C@H](C)CO)C[C@H]1C	0.7
CC(=O)NC[C@H]1[C@H](c2ccc(-c3cccnc3)cc2)[C@H](CO)N1C(=O)C1CCC1	7.9
CN(C)C(=O)C[C@@H]1C[C@@H]2c3cc(NC(=O)Nc4ccc(C(F)(F)F)cc4)ccc3O[C@@H]2[C@@H](CO)O1	1.1
C[C@@H]1CN([C@@H](C)CO)C(=O)c2cc(NC(=O)Nc3ccccc3)ccc2O[C@@H]1CN(C)C(=O)Nc1ccc(F)cc1	6.6
